# USP8 inh = human USP8 deubiquitinase inhibition | purified USP8, Ub-rhodamine cleavage fluorescence, 30 min | AID 1645853 | hit rate 4.2% among 47,000 | inhibition, % at 20 µM | P40818
# USP7 block = blocks human USP7 ubiquitin-rhodamine cleavage. Q93009. purified USP7, Ub-rhodamine cleavage fluorescence. inhibition, % at 20 µM. hit rate 0.3% among 47,000. AID 1645854
# USP28 inh = human USP28 deubiquitinase inhibition; hit rate 3% among 47,000; inhibition, % at 25 µM; purified USP28, Ub-rhodamine cleavage fluorescence, 30 min; Q96RU2
# UCHL1 inh = human UCHL1 deubiquitinase inhibition; P09936; purified UCHL1, Ub-rhodamine cleavage fluorescence; inhibition, % at 20 µM; hit rate 0.2% among 47,000
# Target sequence (P09936 whole entry, looked up): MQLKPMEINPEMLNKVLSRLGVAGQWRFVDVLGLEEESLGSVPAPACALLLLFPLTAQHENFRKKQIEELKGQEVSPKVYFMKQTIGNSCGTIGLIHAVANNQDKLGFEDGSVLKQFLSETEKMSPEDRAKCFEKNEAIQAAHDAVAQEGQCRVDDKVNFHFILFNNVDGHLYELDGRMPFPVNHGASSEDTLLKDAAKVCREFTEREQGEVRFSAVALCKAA
# USP30 block = human USP30 deubiquitinase inhibition. inhibition, % at 25 µM. purified USP30, Ub-rhodamine cleavage fluorescence. Q70CQ3. hit rate 5.3% among 47,000
# USP10 inh = blocks human USP10 ubiquitin-rhodamine cleavage; Q14694; purified USP10, Ub-rhodamine fluorescence, 60 min; inhibition, % at 20 µM; hit rate 1.1% among 47,000
# USP17 block = human USP17-like deubiquitinase inhibition. A8MUK1. hit rate 6.5% among 47,000. inhibition, % at 50 µM. purified USP17, Ub-rhodamine cleavage fluorescence, 3 h
# OTUD3 inh = human OTUD3 deubiquitinase inhibition | purified OTUD3, Ub-rhodamine fluorescence, 2 h | inhibition, % at 25 µM | hit rate 0.7% among 47,000 | AID 1645858
# Target sequence (Q5T2D3 whole entry, looked up): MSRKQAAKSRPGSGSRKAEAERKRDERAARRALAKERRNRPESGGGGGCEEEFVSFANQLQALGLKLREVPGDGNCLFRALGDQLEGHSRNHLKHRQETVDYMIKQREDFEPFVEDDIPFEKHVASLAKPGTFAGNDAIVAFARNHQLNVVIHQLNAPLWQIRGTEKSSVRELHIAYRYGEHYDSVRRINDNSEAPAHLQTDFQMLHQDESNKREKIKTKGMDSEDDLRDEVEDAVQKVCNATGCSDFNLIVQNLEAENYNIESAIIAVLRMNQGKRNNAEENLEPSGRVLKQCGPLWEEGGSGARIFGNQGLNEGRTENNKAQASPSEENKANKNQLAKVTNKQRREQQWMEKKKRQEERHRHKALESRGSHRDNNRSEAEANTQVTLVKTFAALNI
# Starred values were filed as active, the others as inactive; x = not tested or not shown. Cut-off read from the data, not from the text of the source: active = inhibition above about 30%; inactive = the rest.
Structure,USP30 block,USP7 block,USP28 inh,USP8 inh,USP10 inh,UCHL1 inh,USP17 block,OTUD3 inh
COc1ccc(CCNC(=O)c2cccc(N3C(=O)CCS3(=O)=O)c2)cc1,6,4,7,14,-2,2,11,6
FC(F)(F)c1ccnc(N2CCN(Cc3c[nH]c4ccccc34)CC2)c1,-23,-3,-8,-17,1,6,-16,-14
COc1cccc(OCC(=O)Nc2ccc3c(c2)CCC(=O)N3Cc2ccccc2)c1,11,7,35*,8,8,3,20,9
Cn1nc(-c2ccccc2)c2cc(C(=O)N3CCOCC3)sc21,12,2,3,2,1,6,0,4
Cc1nc(-c2ccc(N3CCN(C(=O)c4ccc(C#N)cc4)CC3)nc2)sc1C,-7,-5,-10,5,18,0,0,-6
CC1(C)Cc2c(c(N3CCCC3)nc3sc4c(NCc5cccnc5)ncnc4c23)CO1,-15,1,-12,-1,-3,1,-6,-6
CN1c2ccccc2CN(C(=O)NCCN)CC1Cc1ccccc1 (stereo not drawn),-68,0,-8,-22,-7,-1,-23,0
Cc1c(-c2nsc(NC(=O)c3ccc(Cl)cc3)n2)nnn1-c1ccccc1F,86*,21,64*,86*,43*,3,39*,27
CO/[N+]([O-])=C/C(=O)N/C=C/C(N)=O,-17,0,-10,-2,3,-1,-8,-5
C=Cc1ccc(Cn2c(C(=O)O)c(CNC(C)CCc3ccccc3)c3ccccc32)cc1 (stereo not drawn),12,2,27,18,16,7,16,11
CNC(=O)c1cc2c(nc1NC(C)C)CCN(Cc1cccnc1)CC2,-13,-3,-3,-5,-2,1,-20,4
Cc1ccc(C)c(CSC2=NCCN2C(=O)c2ccco2)c1,-78,-2,70*,-14,2,-1,-16,-2
Cc1cc(C)cc(NC(=O)c2ccc(CSc3ncnc4nc[nH]c34)cc2)c1,-19,4,23,-12,0,-1,-9,-16
COc1ccc(CNC(=O)c2nc(CS(=O)(=O)c3ccccc3)no2)cc1,13,0,2,12,1,-1,3,10
CC1=C(c2ccccc2)S(=O)(=O)N=C1N1CCCN(C(=O)c2ccc(F)cc2)CC1,8,2,8,15,1,1,10,19
O=C(Nc1nc2c(Cl)c(Cl)ccc2s1)c1ccncc1,-14,3,11,21,-2,1,8,0
CCn1c(CSc2nnc(C3CC3)n2Cc2ccccc2)nc2cc(S(=O)(=O)N(C)C)ccc21,-67,-11,-18,-47,-8,-5,-16,-30
O=S(=O)(NCc1ccc2c(c1)OCO2)c1ccc(-c2cc(C(F)(F)F)on2)s1,2,-4,0,2,3,-4,-7,-4
O=S1(=O)CCC(Nc2ncnc3scc(-c4ccc(Cl)cc4)c23)C1 (stereo not drawn),5,-38,4,8,-4,1,13,13
CC(C)(C)C1CCc2c(sc(NC(=O)c3cc(C4CC4)on3)c2C#N)C1 (stereo not drawn),5,12,12,-1,20,7,3,10
COc1cn(CC(=O)Nc2ccc([N+](=O)[O-])cc2)c(CN2CCCCC2)cc1=O,1,-14,-1,-61,-2,-3,x,-1
Cc1c(CC(=O)N[C@@H](CSCc2ccccc2)C(=O)O)c(=O)oc2cc(O)c(Cl)cc12,17,11,11,15,1,4,19,6
Cc1cc(/C=C2/C(=N)N3C=CSC3=NC2=O)c(C)n1-c1ccc(F)c(Cl)c1,-289,-7,-64,-52,-6,-3,-78,-59
CC(C)n1cc(CN2CCC(C(=O)Nc3cccc(-c4cccc(Cl)c4)c3)CC2)cn1,3,-16,18,-6,-7,-3,-12,-10
Cc1ccc2c(c1)N(C(=O)Cn1cc(-c3nc(-c4cnccn4)no3)ccc1=O)CCO2,-14,-3,-7,-16,-1,-6,-10,-4
O=C(c1ccc(Cl)cc1)N1CCN(CCc2ccccn2)CC1,29,4,7,2,1,2,8,13
CC(=O)Nc1ccc(NC(=O)C(C)Nc2ccc(Oc3ccccc3)cc2)cc1 (stereo not drawn),-81,-3,0,61*,0,8,4,-10
Cc1nc(-c2ccccc2F)sc1C(=O)N1CCC(C(N)=O)CC1,0,-1,2,-21,-1,-2,0,-7
CCCCCC(=O)N1c2ccccc2NC2=C(C(=O)CC(c3ccco3)C2)C1c1cc(OC)c(OC)c(OC)c1 (stereo not drawn),-40,-12,1,25,5,-1,34*,-6
COCCN1C(=O)c2ccccc2C(C(=O)Nc2ccc3c(c2)OCCO3)C12CCCC2 (stereo not drawn),0,1,-10,0,0,-1,-7,-8
CN(C)S(=O)(=O)c1ccc2nc(NC(=O)c3ccc4ccccc4n3)sc2c1,16,7,5,13,4,4,9,5
Cc1cccc(OCC(=O)Nc2ccc(S(=O)(=O)Nc3c(C)cc(C)cc3C)cc2)c1,1,0,-7,2,10,-5,-7,-2
CCC(C(=O)Nc1cccc2nsnc12)c1ccccc1 (stereo not drawn),-7,0,7,37*,1,3,10,5
Cc1ccccc1NC(=O)c1sc2nc[nH]c(=O)c2c1C,-88,-12,-11,-25,-4,-13,-18,-14
CCOc1ccc(C(=O)Nc2cccc(N3CCCS3(=O)=O)c2)cc1OCC,-17,1,-6,0,0,1,-3,-12
Cc1nn(C)cc1S(=O)(=O)N1C[C@@H]2CC[C@H](Oc3ccc(F)cc3)[C@@H]2C1,7,0,16,-76,-3,4,13,5
CCOC(=O)C1=C(CS(=O)(=O)c2ccc(Cl)cc2)NC(=O)NC1c1ccc(C(C)C)cc1 (stereo not drawn),5,-4,3,-8,7,-1,17,3
O=C(N[C@@H](Cc1ccccc1)C(=O)NCc1ccncc1)c1cccnc1,25,3,13,12,3,3,20,16
NC(=O)c1ccc[nH]1,7,-1,-9,-1,2,-1,-4,-7
O=C(CN1CN(c2cccc(F)c2)c2ncccc2S1(=O)=O)Nc1ccccc1F,-12,1,-9,0,-2,-4,-5,-8
Cc1cccn2c(=O)c(C(=O)N3CCC4(CC3)OCCO4)cnc12,19,5,1,-239,2,0,11,23
O=C(c1ccco1)N1CCN=C1SCc1ccccc1F,-3,-7,75*,1,-2,-1,-12,9
O=C(c1nnc(-c2ccc(Cl)cc2)o1)C1CCCC1,9,-2,-3,-5,3,-1,7,0
Cc1ncc(COP(=O)(O)O)c(CN)c1O,x,x,x,-23,-6,-23,-93,0
CCCCCC(=O)N1CCC(c2nc3c(nnn3Cc3ccccc3)c(=O)[nH]2)CC1,-1,-19,5,-120,5,0,2,0
Cc1ccc(F)cc1S(=O)(=O)NC1CCCCNC1=O (stereo not drawn),2,-2,-2,-2,0,1,4,-4
O=C(Nc1ccccc1)c1cncc(NS(=O)(=O)c2ccc3c(c2)OCCO3)c1,-57,3,-11,-89,-1,1,-32,-2
CCN(c1cccc(C)c1)S(=O)(=O)c1ccc2[nH]c(=O)ccc2c1,-5,4,13,-4,0,5,-4,4
CCCN1C(=O)COc2ccc(-c3noc(-c4cnccn4)n3)cc21,-77,-11,-28,-19,-13,-6,-16,-24
CN(C)c1ccc(/C=N/NC(=O)c2ccc(Cl)cc2)cc1,23,10,-2,51*,14,1,88*,-8

# Next results
Structure,USP30 block,USP7 block,USP28 inh,USP8 inh,USP10 inh,UCHL1 inh,USP17 block,OTUD3 inh
CCN(CC)C(=O)C1Cn2ccnc2C2(CCN(C(=O)NCCc3ccccc3)CC2)O1 (stereo not drawn),20,-3,18,2,2,-1,-38,7
O=C(O)c1ccccc1C(=O)Nc1ccc(SC(C(=O)Nc2cccc(Cl)c2)c2ccccc2)cc1 (stereo not drawn),17,1,34*,26,52*,5,51*,28
O=C(c1ccc(OC2CSC2)cc1)N1CCC[C@H]1[C@H](O)c1nc2ccccc2s1,30,-12,11,2,8,6,6,7
Cn1cc(S(=O)(=O)N2CCCCCC2)cc1C(=O)Nc1cccc(F)c1,10,4,6,2,2,1,16,3
COc1cccc(CNC(=O)Cn2c(=O)c(CCC(=O)NC3CC3)nc3ccccc32)c1,-2,7,1,4,-2,4,9,14
Cc1ccc(NC(=O)CSc2nnc(-c3ccccc3NC(=O)c3ccccc3)o2)cc1Cl,16,13,7,24,10,4,13,2
CCc1cnc(N2C[C@H]3C[C@H](C(=O)NCc4ccccc4)[C@@H](C2)O3)nc1,23,6,4,13,5,1,16,15
COc1cc(NS(=O)(=O)c2ccc3c(c2)N(C)CCO3)cc(OC)c1,0,0,5,14,-4,0,12,0
Cc1ccc(-c2cc(C(=O)NCc3cccnc3)c(C)o2)cc1,15,-3,11,6,-1,1,x,5
CCCCCSc1ncnc2c1sc1nc(C(C)C)c3c(c12)CCC3,-14,-1,-10,0,0,-2,-27,-6
Cc1nc(-c2noc3ccc(C(=O)NCCc4cccnc4)cc23)co1,3,0,-6,0,0,-3,-3,-3
CNC(=O)c1cc2c(nc1NCC1CC1)CCNCC2,0,-3,-2,-4,2,0,-5,7
CCn1ccc(C(=O)N2CCc3[nH]nc(-c4ccc(C)cc4)c3C2)n1,-4,-6,0,2,2,-1,-6,-3
COCCn1c(SCC(=O)Nc2ccc(OC)cc2)nnc1-c1c[nH]c2ccccc12,-1,-1,-1,4,0,0,9,3
COc1cc(C(=O)N[C@@H]2C(=O)Nc3c(c(C)nn3C)[C@H]2c2cccc(Cl)c2)cc(OC)c1OC,-18,-9,-14,-26,-4,-1,-19,-7
CCOc1ccsc1-c1nnc(-c2ccc([N+](=O)[O-])cc2)o1,-55,-10,-19,-22,-2,-4,-20,-23
CCOc1ccc2nc(-n3nc(C)c4c3NC(=O)CC4c3cc(F)ccc3F)sc2c1 (stereo not drawn),-32,1,-21,-6,-3,-3,-4,-13
O=C(N[C@H]1C[C@@H]2C[C@H]1CN2S(=O)(=O)c1cccnc1)c1ccccc1,-45,2,-18,-38,-6,-4,-37,-11
Cc1nc(NCc2ccccc2F)ncc1C(=O)NCc1ccc2c(c1)OCO2,0,3,-7,-9,10,3,-1,-8
Cc1ccc(-n2nnc(C(=O)NCC3CCCO3)c2N)cc1 (stereo not drawn),-10,-4,-4,3,1,-3,x,-4

# Not a retest: an excerpt of the list.
Structure,USP30 block,USP7 block,USP28 inh,USP8 inh,USP10 inh,UCHL1 inh,USP17 block,OTUD3 inh
Cc1nc(-c2noc3ccc(C(=O)NCCc4cccnc4)cc23)co1,3,0,-6,0,0,-3,-3,-3
CNC(=O)c1cc2c(nc1NCC1CC1)CCNCC2,0,-3,-2,-4,2,0,-5,7
CCn1ccc(C(=O)N2CCc3[nH]nc(-c4ccc(C)cc4)c3C2)n1,-4,-6,0,2,2,-1,-6,-3
COCCn1c(SCC(=O)Nc2ccc(OC)cc2)nnc1-c1c[nH]c2ccccc12,-1,-1,-1,4,0,0,9,3
COc1cc(C(=O)N[C@@H]2C(=O)Nc3c(c(C)nn3C)[C@H]2c2cccc(Cl)c2)cc(OC)c1OC,-18,-9,-14,-26,-4,-1,-19,-7
CCOc1ccsc1-c1nnc(-c2ccc([N+](=O)[O-])cc2)o1,-55,-10,-19,-22,-2,-4,-20,-23
CCOc1ccc2nc(-n3nc(C)c4c3NC(=O)CC4c3cc(F)ccc3F)sc2c1 (stereo not drawn),-32,1,-21,-6,-3,-3,-4,-13
O=C(N[C@H]1C[C@@H]2C[C@H]1CN2S(=O)(=O)c1cccnc1)c1ccccc1,-45,2,-18,-38,-6,-4,-37,-11
Cc1nc(NCc2ccccc2F)ncc1C(=O)NCc1ccc2c(c1)OCO2,0,3,-7,-9,10,3,-1,-8
Cc1ccc(-n2nnc(C(=O)NCC3CCCO3)c2N)cc1 (stereo not drawn),-10,-4,-4,3,1,-3,x,-4

# Further results.
Structure,USP30 block,USP7 block,USP28 inh,USP8 inh,USP10 inh,UCHL1 inh,USP17 block,OTUD3 inh
O=C(Nc1cccc(F)c1)Nc1ccccc1SCc1cc(=O)n2ccccc2n1,-12,0,-1,0,4,0,-5,-10
Cc1ccc(NC(=O)C(Cc2ccccc2)N2CCS(=O)(=O)CC2)cc1C (stereo not drawn),-1,-6,5,6,0,4,0,4
Cc1cccc(C(=O)Nc2nc3c(s2)CCC3)c1,13,-2,38*,5,-12,-1,0,14
O=C(NCc1ccccc1Cl)C1CCN(c2nc3nc[nH]c(=O)c3s2)CC1,-11,2,-1,12,1,-1,-20,-5
Cc1ccccc1N(C(=O)c1nc2nccc(C)n2n1)c1nc2ccccc2s1,-15,-19,4,-13,-1,0,-9,-6
O=C(N[C@@H]1CC[C@@H](Oc2cccc(F)c2)[C@@H](O)[C@@H]1O)c1cncnc1,x,2,x,0,-2,0,-1,-2
Cc1ccc(CC(=O)Nc2c(C)nc3scc(C)n3c2=O)cc1,-1,6,-2,0,2,-2,1,-3
COc1cccc(CN2CCCC2c2noc(C3CC3)n2)c1 (stereo not drawn),-8,0,5,4,-2,0,0,6
COC(=O)c1cccc(NC(=O)c2ccc(OC)c(S(=O)(=O)N3CCCc4ccccc43)c2)c1,-72,2,-3,-19,-1,-2,-14,-12
Cc1ccnc2nc(C(=O)Nc3nc4c(s3)CCCC4)nn12,-9,x,-11,-6,-4,-2,0,-11

# Assay outcomes: PubChem BioAssay, Dana-Farber Cancer Institute and Novartis Institutes for BioMedical Research (Cambridge, Mass)

# This is a random part of the collection (roughly 14% active in at least one column).
